HCV NS3 hel inh: HCV NS3 helicase inhibition; NS3 helicase DNA unwinding, Cy5 molecular beacon fluorescence; inhibition, % at 10.9 µM; AID 1800; hit rate 0.56% among 290,000;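 active = inhibition above the mean of all tested compounds plus 3 SD, set per campaign, cut at about 35% in these data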;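 also: 0% = DMSO wells and 100% = thioflavine S control wells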
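Material: hepatitis C virus NS3 helicase domain fragment enzyme; measured by: Cy5 fluorescence, 0 and 60 min reads; control set: DMSO and thioflavine S; incubation: 60 min unwinding reaction at 25 °C after ATP addition; read-out basis: % inhibition from 60/0 min fluorescence ratio, DMSO 0%, thioflavine S 100%; repeats: singlicate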
VIM-2 inh: blocks Pseudomonas aeruginosa VIM-2 metallo-beta-lactamase | purified VIM-2, nitrocefin hydrolysis, epi-absorbance fluorescence | AID 1527 | inhibition, % at 5.6 µM | hit rate 0.89% among 290,000;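 active = inhibition above the mean of all tested compounds plus 3 SD, cutoff set per screening run, cut at about 7.5% in these data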;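 also: red hydrolysis product quenches plate fluorescence so inhibitors raise well fluorescence; 0% = enzyme with DMSO and 100% = DMSO without enzyme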
MEKK3 PB1 HTS: MEKK3-MEK5 PB1 interaction, increase or decrease | bead-based flow cytometry, Alexa488-MEK5 binding to MEKK3; actives lie on both sides; 0 = blocked by unlabeled MEK5, 100 = vehicle | binding response (% of control), % at 10 µM | hit rate 1.4% among 290,000;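 active = binding response more than 3 SD above or below the average of its plate-row segment, actives on both sides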;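 also: Alexa488 bead fluorescence after subtracting the streptavidin-only scavenger bead signal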
Target sequence (Q99759 whole entry, looked up): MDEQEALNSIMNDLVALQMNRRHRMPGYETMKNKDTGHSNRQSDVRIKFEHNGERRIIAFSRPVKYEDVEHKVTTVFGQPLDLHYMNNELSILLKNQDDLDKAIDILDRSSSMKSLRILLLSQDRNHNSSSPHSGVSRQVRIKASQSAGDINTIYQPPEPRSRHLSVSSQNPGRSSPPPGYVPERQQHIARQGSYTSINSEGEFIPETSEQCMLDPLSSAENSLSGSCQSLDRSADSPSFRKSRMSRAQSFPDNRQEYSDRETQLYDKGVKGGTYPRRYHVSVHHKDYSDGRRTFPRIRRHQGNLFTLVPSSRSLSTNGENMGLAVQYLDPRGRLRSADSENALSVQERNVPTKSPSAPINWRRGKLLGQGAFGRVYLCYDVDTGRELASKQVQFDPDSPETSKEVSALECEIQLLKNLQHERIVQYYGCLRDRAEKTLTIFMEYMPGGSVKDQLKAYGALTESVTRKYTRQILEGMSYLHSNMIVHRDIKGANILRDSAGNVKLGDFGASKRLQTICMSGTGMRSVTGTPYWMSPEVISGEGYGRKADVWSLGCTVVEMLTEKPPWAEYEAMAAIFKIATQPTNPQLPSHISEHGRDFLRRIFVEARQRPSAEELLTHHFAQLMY
FID counter: displaces DNA intercalator in HCV helicase counter-screen; DNA fluorescent intercalator displacement, fluorescence; inhibition, % at 7.9 µM; AID 1845; hit rate 0.17% among 290,000; in the data active = inhibition above about 37%;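 also: 0% = vehicle and 100% = reference compound; higher means more ethidium bromide displaced from hairpin DNA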
IMP-1 inhibitor: inhibitors of Pseudomonas aeruginosa IMP-1 metallo-beta-lactamase. purified IMP-1, nitrocefin hydrolysis, epi-absorbance fluorescence. inhibition, % at 5.6 µM. hit rate 0.45% among 290,000. AID 1556;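 active = inhibition above the mean plus 3 SD of all compounds in the same screening run, cut at about 4.5% in these data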;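 also: 0% = IMP-1 with DMSO and 100% = DMSO wells lacking enzyme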
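Assay system: purified recombinant IMP-1 beta-lactamase. Input: IMP-1 0.2 nM before substrate addition. Buffer or medium: Zinc- and detergent-supplemented HEPES buffer, pH 7.1. Schedule: 25 °C, 15 min preincubation, 25 min reaction. Signal: Epi-absorbance fluorescence, 480 nm excitation, 530 nm emission. Evaluation: percent inhibition from optical density relative to buffer-blank wells.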
PHOSPHO1 block: PHOSPHO1 (human) inhibition. recombinant PHOSPHO1, absorbance phosphatase assay. inhibition, % at 13.3 µM. hit rate 1.1% among 290,000. AID 1565; in the data active = inhibition above about 60%
Target sequence (Q8TCT1 whole entry, looked up): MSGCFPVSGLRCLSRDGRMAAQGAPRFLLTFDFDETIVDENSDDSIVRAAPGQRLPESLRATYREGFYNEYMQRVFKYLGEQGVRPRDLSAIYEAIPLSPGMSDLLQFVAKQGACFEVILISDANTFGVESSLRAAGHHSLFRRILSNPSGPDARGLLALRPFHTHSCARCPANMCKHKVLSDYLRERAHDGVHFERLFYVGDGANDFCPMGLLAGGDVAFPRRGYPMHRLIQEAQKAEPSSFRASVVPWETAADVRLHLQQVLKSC
SUMO HTRF inh: SUMOylation inhibition; inhibition, % at 35 µM; HTRF SUMOylation assay, SAE1/SAE2 + UBC9, in vitro; hit rate 0.36% among 290,000; in the data active = inhibition above about 50%, passing the limit was not always enough; also: strong numbers were not always called active
Target sequence (P63279 whole entry, looked up): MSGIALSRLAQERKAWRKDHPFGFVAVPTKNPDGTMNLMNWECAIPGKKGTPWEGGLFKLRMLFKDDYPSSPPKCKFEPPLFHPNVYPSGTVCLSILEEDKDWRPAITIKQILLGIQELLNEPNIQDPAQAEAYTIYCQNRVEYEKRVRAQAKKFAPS
p-CIP stab down: p/CIP protein destabilization. Q05BA5. F442A p/CIP-EGFP cells, EGFP fluorescence, 16 h. decrease of EGFP signal, % at 10 µM. hit rate 0.01% among 290,000. AID 1984;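 active = EGFP signal decrease of at least 30% at 10 µM or well 3 SD below plate mean, unless failing retest; inactive = the rest, including hits failing retest or dose response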; also: some compounds called inactive have numbers as strong as hits; many of its hits are not listed in these tables
IDE act: IDE (human) activation, cell-based; HEK cells, FAbeta-B cleavage, fluorescence polarization; 0% vehicle, 100% cell-free pure enzyme wells; activation, % at 5.96 µM; hit rate 0.073% among 340,000; AID 493087;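 active = activation above the mean of all tested compounds plus 3 SD, set per screening campaign, cut at about 17% in these data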
Active calls of the source: *; . = not tested or not shown. A portion of the library; the hit share may differ from the screen's.

cpd	Structure	HCV NS3 hel inh	VIM-2 inh	MEKK3 PB1 HTS	FID counter	IMP-1 inhibitor	PHOSPHO1 block	SUMO HTRF inh	p-CIP stab down	IDE act
1	CCN(CC)C(=O)c1c[nH]c2ccc(S(=O)(=O)Nc3cc(C)cc(C)c3)cc2c1=O	12	-0.5	95	-26	0.0	-1	21	-6	-4
2	COc1ccc(NC2C=CS(=O)(=O)C2)c(OC)c1 (stereo unspecified)	-6	-1.8	91	-1	-2.2	-7	5	-1	3
3	Cc1cc([N+](=O)[O-])ccc1NC(=O)CCC(=O)N1CCCCC1	-4	-2.3	102	0	-1.9	16	16	-5	-5
4	C=C(C)CSc1nc2sc3c(c2c(=O)n1-c1ccccc1)CCN(C)C3	-52	-1.9	106	-8	-1.6	16	2	-2	-1
5	CC(=O)c1ccc(NC(=S)NC(NC(=O)c2ccco2)C(Cl)(Cl)Cl)cc1 (stereo unspecified)	5	-5.3	108	-1	-4.7	2	-2	-6	0
6	CC(C)(C)C1CCC(=NNC(=O)c2cc3c(s2)CCCC3)CC1 (stereo unspecified)	-7	-0.9	101	-3	-3.2	3	-10	-2	4
7	CSc1ccc(C(=O)C2CCCN(S(=O)(=O)N(C)C)C2)cc1 (stereo unspecified)	6	-2.8	102	-26	-3.4	34	17	6	4
8	CCN(c1ccc(Cl)cc1)S(=O)(=O)c1nnc(NC(=O)C(C)C)s1	-3	-2.9	109	-6	-3.1	46	7	-16	1
9	Cc1cccc(C(=O)O/N=C/c2ccc(Br)cc2)c1	4	-4.2	102	-20	-2.2	7	0	-1	3
10	Cc1ccc(S(=O)(=O)N2CC(O)CC2C(=O)NCc2ccc3c(c2)OCO3)cc1 (stereo unspecified)	-9	0.2	93	-5	-1.4	-30	-6	3	2
11	Cc1ccc(-c2noc(C3CCCN(C(=O)c4ccccc4Br)C3)n2)o1 (stereo unspecified)	2	-4.2	105	-37	-3.6	36	7	0	3
12	CCOc1cccc(C(=O)Nc2cnn(Cc3ccccc3)c2)c1	-5	-1.0	114	-16	-2.1	28	-1	-6	1
13	CC(=O)C1=C(C)NC(SCc2ccc(C#N)cc2)=C(C#N)C1c1ccco1 (stereo unspecified)	25	-1.9	101	-6	-0.1	-9	2	-7	1
14	CC(C)C(c1nnnn1C(C)(C)C)N1CCN(Cc2cccnc2)CC1 (stereo unspecified)	4	-2.3	105	13	-3.2	50	7	-2	5
15	Nc1ccc(C(=O)Nc2ccc(OC(F)(F)C(F)F)c(NC(=O)c3ccc(N)cc3)c2)cc1	6	-4.2	103	-9	-4.3	-9	19	-18	-7

Reprinted at random: four entries already listed, in no set order.
cpd	Structure	HCV NS3 hel inh	VIM-2 inh	MEKK3 PB1 HTS	FID counter	IMP-1 inhibitor	PHOSPHO1 block	SUMO HTRF inh	p-CIP stab down	IDE act
15	Nc1ccc(C(=O)Nc2ccc(OC(F)(F)C(F)F)c(NC(=O)c3ccc(N)cc3)c2)cc1	6	-4.2	103	-9	-4.3	-9	19	-18	-7
12	CCOc1cccc(C(=O)Nc2cnn(Cc3ccccc3)c2)c1	-5	-1.0	114	-16	-2.1	28	-1	-6	1
6	CC(C)(C)C1CCC(=NNC(=O)c2cc3c(s2)CCCC3)CC1 (stereo unspecified)	-7	-0.9	101	-3	-3.2	3	-10	-2	4
9	Cc1cccc(C(=O)O/N=C/c2ccc(Br)cc2)c1	4	-4.2	102	-20	-2.2	7	0	-1	3

Next part.
cpd	Structure	HCV NS3 hel inh	VIM-2 inh	MEKK3 PB1 HTS	FID counter	IMP-1 inhibitor	PHOSPHO1 block	SUMO HTRF inh	p-CIP stab down	IDE act
16	COC(C(=O)Nc1ccnn1C1CCN(Cc2cccc(C)n2)CC1)c1ccccc1 (stereo unspecified)	-2	-1.9	101	2	-0.4	29	-4	7	6
17	Cc1ccc(C(=O)NC(Cc2c[nH]c3ccccc23)C(=O)O)cc1 (stereo unspecified)	-3	0.3	104	-15	-3.6	11	2	-3	1
18	Cn1c(/C=C/N(Cc2ccccc2)c2ccccc2)c([N+](=O)[O-])c(=O)n(C)c1=O	0	-3.1	100	-2	-1.6	19	-12	0	5
19	O=S(=O)(Nc1ccc(Cl)cn1)c1cnc(Cl)c(Br)c1	2	-1.1	109	-4	-2.7	15	15	5	5
20	COC(=O)c1c(-c2ccc(C)cc2)csc1NC(=O)C1CC=CCC1C(=O)O (stereo unspecified)	39*	1.0	103	-42	-2.5	-12	10	-2	4
21	COc1cc(CNC2CCCC2)c(Br)cc1OCc1ccccc1	-30	-1.7	95	17	-1.5	53	-1	-16	1
22	COc1ccc(C2C(C(N)=O)=C(C)Nc3nc(-c4ccccc4)nn32)cc1OC (stereo unspecified)	-1	-4.3	98	-1	-2.6	-1	2	-7	1
23	COc1ccc2[nH]c(C(=O)O)c(NC(=O)c3cc(OC)c(OC)c(OC)c3)c2c1	2	-0.4	103	-29	-2.5	27	0	-16	4
24	COc1cccc2cc(C(=O)N3CCc4ccccc43)c(=O)oc12	12	-2.1	102	-4	-2.4	-15	17	9	3
25	Cc1ccc(C)c(NC(=O)C2COc3ccccc3O2)c1 (stereo unspecified)	-7	-0.5	91	-13	-2.4	.	3	18	-1
26	O=C(NCCc1nnc2ccc(NCc3ccc(Cl)cc3)nn12)c1ccccc1	10	-3.6	99	-27	-3.2	-20	15	-2	7
27	Cc1ccc(NC(=O)COS(=O)c2ccc(C)cc2)cc1 (stereo unspecified)	-8	-1.4	92	-6	-7.1	33	-4	1	2
28	CN(C)S(=O)(=O)c1cccc(-c2nn(-c3ccccc3)cc2/C=C2\SC(=S)N(CC(=O)O)C2=O)c1	9	-3.4	101	-1	-2.0	15	37	11	10
29	NC(=O)c1ccc(NC(=O)CSc2nnc(-c3ccccn3)n2N)cc1	-4	-1.8	101	-1	-2.4	11	-12	1	0
30	O=C(NC1CCCCC1)C1CCN(c2ncccn2)CC1	1	-4.4	100	-8	-3.2	24	10	-5	2
31	CCc1cccc(C)c1NC(=O)COC(=O)C(NS(=O)(=O)c1ccc(Cl)cc1)C(C)O (stereo unspecified)	4	-0.1	91	-20	-1.0	-2	-12	2	-5
32	CN1CCN(C(=O)c2ccc3c(=O)n4c(nc3c2)CCCCC4)CC1	-8	-3.0	100	1	-1.8	54	22	-5	2
33	CCC(C)NC(=O)c1cn(-c2cccc(C)n2)cn1 (stereo unspecified)	0	1.6	101	-3	-1.7	9	-9	-16	-3
34	COc1ccc(-n2nc(C(=O)NCC(=O)N3CCC(C)CC3)c3ccccc3c2=O)c(OC)c1	4	-2.9	103	-39	-1.8	32	2	7	-3
35	c1ccc(CC2CCN(c3nnnn3-c3ccccc3)CC2)cc1	-10	-0.8	.	-7	-3.1	-10	10	-10	1
36	Cc1ccc(-c2cccc(CN3CCN(C4CCN(C(C)C)CC4)C(CCO)C3)c2)o1 (stereo unspecified)	-15	2.3	103	32	-1.6	14	2	18	1
37	O=C(C1=C[C@H](c2ccc(Br)cc2)C[C@H](OCCCCO)O1)N1CCN(Cc2ccccc2)CC1	-11	-1.0	100	-33	-0.1	24	-9	5	-3
38	O=S(=O)(Nc1ccc(Cl)cn1)c1ccc(Cl)cc1	0	-2.1	100	-2	-2.3	-11	12	-10	7
39	COc1ccccc1COc1ccc2c(C)c(CCC(=O)O)c(=O)oc2c1C	12	1.8	95	-28	2.6	.	8	4	2
40	CC1N/C(=C\C(=O)c2ccccc2)N(O)C1(C)C (stereo unspecified)	-3	-0.8	93	1	-0.7	-10	-24	12	4
41	CC(C)CNC(=O)c1ccc(C2SCC(=O)N2Cc2ccccc2)cc1 (stereo unspecified)	12	1.2	98	-22	-1.6	28	16	-49	1
42	CC1=C/C(=C(\c2cc(C)c(O)c(Br)c2)c2ccccc2S(=O)(=O)O)C=C(Br)C1=O	19	-3.6	94	-7	-13	29	-79	-2	4
43	CCOc1ccc(C(=O)NCC(=O)N2CCC3(CC2)NCCc2[nH]cnc23)cc1	3	-0.9	104	3	-2.1	41	.	-1	4
44	N#Cc1nc(-c2cccc3ccccc23)oc1NCCN1CCOCC1	-17	-2.7	94	-3	-4.2	15	38	-8	3
45	O=C(NCc1ccc(Cl)cc1)c1noc2c1CCCC2	-2	-0.5	103	-8	-1.3	31	9	-5	0
46	CC1(C)CC(NC(=O)C(Cl)(Cl)Cl)CC(C)(C)N1	11	-1.5	88	-1	-0.8	0	-6	-4	3
47	N/C(=N\O)c1ccccc1N1CCCCC1	11	-3.3	105	0	-3.7	23	24	-6	3
48	CCOc1ccccc1/C=N/NC(=O)c1cc(C(C)C)[nH]n1	8	-0.6	102	-24	-1.9	-4	-11	6	-1
49	O=C(NCCc1ccccc1)C1CCCN(C(=O)Nc2ccc(F)cc2)C1 (stereo unspecified)	-2	2.2	101	-20	-1.5	18	-2	4	1
50	COc1ccc2c(c1OC)C(=O)N1c3cccc(Cl)c3C(=O)OC21 (stereo unspecified)	0	-0.8	93	1	-1.9	26	14	-6	3
51	CCOC(=O)N1CCN(C(=O)c2ccc(CNS(=O)(=O)c3ccc(OC)cc3)cc2)CC1	-3	-3.1	99	-32	-3.5	15	3	1	4
52	O=C(CC1CCCCC1)NCCCN1CCOCC1	0	-3.5	103	-1	-2.1	-8	-2	8	1
53	Cc1cccc(OC(=O)c2ccncc2)c1C	3	-4.5	104	-1	-1.9	27	-2	-4	-3
54	CCOc1ccc(NC(=O)COc2nsnc2N2CCCCC2)cc1	3	-0.5	89	-1	1.8	1	-9	-4	-8
55	NC(=S)NNC(=O)COc1ccccc1O	-4	-1.9	103	0	-3.3	-12	-6	2	4
56	Cn1c(=O)c(S(=O)(=O)C(C)(C)C)c(O)c2ccccc21	0	-1.8	99	2	-0.7	-5	-7	4	-1
57	CN(CC(=O)NC1CC1)S(=O)(=O)c1ccc(Br)cc1	11	0.0	100	-9	1.4	18	-8	-7	6
58	COc1ccc(N2CCN(CC(=O)Nc3ncc(C)s3)CC2)cc1	-13	-3.6	104	-18	-3.2	15	16	-2	4
59	CC(C)Cc1cc(C(=O)N2CCCC(CO)(Cc3ccc(F)cc3)C2)no1 (stereo unspecified)	11	-1.6	95	-43	0.2	22	-12	-22	7
60	O=C1CN(C(=O)N[C@@H](Cc2ccccc2)C(=O)N[C@@H](C(=O)O)c2ccccc2)c2ccccc2N1	5	-1.6	105	-52	-4.3	32	16	7	2
61	O=C(NCc1ccc2c(c1)CCO2)Nc1ccccc1	-6	0.0	96	0	2.1	-6	0	12	5
62	CCOc1ncccc1C(=O)OCc1ccccc1	-28	0.3	101	-2	-1.9	14	17	-14	5
63	CCN1CCN(c2cc(C)c3cc(NC(=S)N4CCCC4)ccc3n2)CC1	-9	1.0	106	7	-2.6	-7	3	6	1
64	CCN(CC)S(=O)(=O)c1ccc(C(=O)NCC(c2ccc(OC)cc2)N2CCOCC2)cc1 (stereo unspecified)	-6	-1.2	57	-29	0.1	20	-8	3	2
65	C=CCn1c(=N)n(CC(=O)c2ccc(Cl)cc2)c2ccccc21	-19	-0.3	100	2	-4.4	19	7	0	-2
66	CCCCn1c(=N)n(CC(=O)O)c2ccccc21	-5	-1.8	97	2	-2.0	32	4	-10	7

Screens from PubChem.
